Screening data deposited in PubChem by NCI.
NCI-60 one-dose screen, 48 h, at 10 µM unless noted. Numbers give growth in % (100 = growth as untreated, 0 = no growth, -100 = all killed).
CAKI-1 = CAKI-1 renal cancer; 4.7% of 75,000 active
786-0 = 786-0 renal cancer cells | 5.1% of 81,000 active
TK-10 = TK-10 renal cancer cells. 3.9% of 81,000 active
UO-31 = UO-31 renal cancer; AID 1794768; 5.2% of 81,000 active
SF-295 = SF-295 CNS cancer cells; 5.6% of 79,000 active; AID 1794758
SF-268 = SF-268 CNS cancer cells; 3.1% of 82,000 active
U251 = U251 CNS tumor cells | 5.4% of 80,000 active
SN12C = SN12C renal cancer cells; AID 1794767; 3.8% of 81,000 active
Numbers without * were called inactive; x = not tested or not shown; & = joins results of further samples; ! = not confirmed by another sample. How the source made its calls: active means growth percent below 10; inactive means the rest.

smiles | U251 | UO-31 | SF-268 | TK-10 | 786-0 | SF-295 | CAKI-1 | SN12C
Cc1ccc(NC(=O)c2cc(/C=C/C(=O)NO)cc(C(F)(F)F)c2)cc1Nc1nccc(-c2cccnc2)n1 | -65* | 19 | -3.6* | 15 | -22* | -4.9* | 6.2* | 2.2*
C#C[C@]1(O)CC[C@H]2[C@@H]3CC=C4c5sc(Nc6cccc(Cl)n6)nc5CC[C@]4(C)[C@H]3CC[C@@]21C | 4.8* | -38* | -16* | 33 | -55* | -70* | -41* | 40
COc1ccc(-c2cnc(-c3ccc(F)cc3)[nH]2)cc1 | 33 | 84 | 93 | 230 | x | 97 | x | 99
C=C1C(=O)O[C@H]2[C@H]1CC/C(Cn1cc(-c3ccsc3)nn1)=C\CC[C@@]1(C)O[C@@H]21 | 4.9* | -91* | -26* | -51* | -87* | 54 | -53* | -18*
COc1ccc(NC(=O)Cn2c3c(sc2=O)[C@H]2[C@@H](O)[C@@H](O)[C@H](O)[C@@H]2CS3)cc1 | 100 | 90 | 102 | 112 | 104 | 105 | 97 | 99
CC[C@H](CC[C@@H](C)[C@H]1CC[C@H]2[C@@H]3CC=C4C/C(=N/OCCC#N)CC[C@]4(C)[C@H]3CC[C@]12C)C(C)C | 96 | 94 | 100 | 101 | 104 | 103 | 97 | 100
CC/C(=C(\c1ccc(O)cc1)c1ccc(OCCN(C)CCN(C)C(=O)CCCCCCCCC(=O)c2c(C)[nH]c(/C=C3\N=C(c4ccc[nH]4)C=C3OC)c2C)cc1)c1ccccc1 | 61 | 65 | 70 | 110 | 98 | 81 | 85 | 77
O=C(O)c1ccc(Cl)c(Cl)c1 | 100&101 | 81&88 | 113 | 111&123 | 94&98 | 97&100 | 103&94 | 99&97
O=C(OCC1CC2(Cl)C(Cl)=C(Cl)C1(Cl)C2(Cl)Cl)C1C(C(=O)OCC2CC3(Cl)C(Cl)=C(Cl)C2(Cl)C3(Cl)Cl)C2(Cl)C(Cl)=C(Cl)C1(Cl)C2(Cl)Cl (stereo not given) | 99 | 92 | 100 | 105 | 94 | 95 | 91 | 105
CC(C)(C)c1cc(-c2cc(C(C)(C)C)nc(N)n2)nc(N)n1 | 101 | x | 104 | 94 | 99 | 95 | 93 | 93
CCn1c(SC/C(=N/O)c2ccccc2)nnc1-c1ccccc1 | 102 | 91 | 108 | x | 105 | 109 | 89 | 89
CCn1c(SCC(=O)Nc2cccc(C(=O)/C=C/c3cccc(O[N+](=O)[O-])c3)c2)nc2ccccc2c1=O | 94 | 66 | 96 | 120 | 100 | 102 | 85 | 99
Cc1ccc(C)c(C(=O)CCC(=O)O)c1 | 109&110 | 97&95 | 95&136 | 99&116 | 96&104 | 97&104 | 97&111 | 99&106
O=C1CCC2(c3ccccc3)N1CCc1cncn12 (stereo not given) | 101 | 97 | 106 | 94 | 106 | 102 | 97 | 103
O=C(c1ccccc1)c1c(/C=C/c2ccc(Br)cc2)nc2ccccc2c1/C=C/c1cccs1 | 95 | 82 | 94 | 100 | 99 | 105 | 84 | 97
CCCn1ccc(-n2nnc(C(=O)OCC)c2N)n1 | 99 | 92 | 100 | 96 | 92 | 98 | 96 | 107
Cc1ccc(NC(=O)c2c(Nc3ccccc3)nn3cc(-c4nc5ccccc5s4)c(N)nc23)cc1 | 110 | 73 | 101 | 114 | 107 | 101 | 92 | 105
CCOC(=O)C1=NC(Cc2c[nH]c3ccccc23)C(=O)N(c2ccccc2)N1 (stereo not given) | 107 | 79 | 100 | 94 | 97 | 99 | x | 108
COc1cccc(Nc2nc(NCCO)c3ccccc3n2)c1 | 74 | 74 | 73 | 106 | 86 | x | 71 | 82
COc1ccc(Cn2c(SC)nc(=O)n(Cc3ccc(OC)cc3)c2=O)cc1 | 96 | 59 | 96 | x | 99 | 107 | 68 | 91
COc1ccccc1/C=C/C(=O)/C=C/c1ccccc1OC | -40* | -55* | 8.7*! | 0.1* | -48* | -31*! | 4.9*! | -3.6*
Clc1ccc(/C=C/c2ccccn2)c(Cl)c1 | 79 | 60 | 99 | 98 | 105 | 94 | 73 | 94
COc1cc(-c2c(C#N)nnn2-c2cc(OC)c(OC)c(OC)c2)cc(OC)c1OC | 88 | 94 | 110 | 103 | 97 | x | 90 | 101
Cc1ccc(-c2nc3ccccn3c2/C=C2/C(=O)Nc3ccccc32)cc1 | 91 | 57 | 88 | 104 | 95 | 80 | 74 | 88
N#CC1=C(N)OC2=C(C(=O)CCC2)C1c1ccco1 (stereo not given) | 99 | 79 | 114 | 96 | 101 | 108 | 93 | 107

Full records as entered above:
O=C1CCC2(c3ccccc3)N1CCc1cncn12 (stereo not given) across the screens: U251: 101; UO-31: 97; SF-268: 106; TK-10: 94; 786-0: 106; SF-295: 102; CAKI-1: 97; SN12C: 103
O=C(OCC1CC2(Cl)C(Cl)=C(Cl)C1(Cl)C2(Cl)Cl)C1C(C(=O)OCC2CC3(Cl)C(Cl)=C(Cl)C2(Cl)C3(Cl)Cl)C2(Cl)C(Cl)=C(Cl)C1(Cl)C2(Cl)Cl (stereo not given) across the screens: U251: 99; UO-31: 92; SF-268: 100; TK-10: 105; 786-0: 94; SF-295: 95; CAKI-1: 91; SN12C: 105

More results follow.
smiles | U251 | UO-31 | SF-268 | TK-10 | 786-0 | SF-295 | CAKI-1 | SN12C
COc1ccc2sc(C(=O)NCc3cccc(F)c3)cc2c1 | 81 | 77 | 103 | 81 | 88 | 81 | 82 | 97
CNC(=O)c1cc(Oc2ccc(NC(=O)c3[nH]c(SC)nc3-c3ccc(F)cc3)cc2)ccn1 | 85 | 61 | 72 | 88 | 78 | 46 | x | 39
NC(=O)c1cccc(F)c1SSc1c(F)cccc1C(N)=O | 99 | 85 | 94 | 105 | 97 | 102 | 94 | 95
CSC1C2C(N)=NNC(c3ccccc3)=NC2=Nc2c(C#N)cnn21 (stereo not given) | 105 | 78 | 100 | 119 | 108 | 101 | 91 | 100
O=c1[nH]cnc(O)c1-c1cc2ccccc2[nH]1 | 105 | 66 | 98 | 142 | 105 | 107 | 76 | 97
COC(=O)c1cc2c3ccccc3oc(=O)c2c2nc3ccccc3n12 | 95 | 63 | 100 | 117 | 107 | 110 | 87 | 103
CN(C)/N=N/c1nc[nH]c1C(N)=O | 98&100&100 | 73&80&60 | 103&96&98 | 25&65&64 | 79&93&94 | 89&94&54 | 76&69&35 | 90&94&96
O=C(c1ccccc1)C(O)c1ccccc1 (stereo not given) | 94 | 84 | 98 | 98 | 107 | 116 | 101 | 96
CSc1ccc(NC(=O)c2ccc(C(=N)N)cc2)cc1 | 95 | 110 | 111 | 87 | 94 | 99 | x | 101
Cc1csc(/N=C(N)/N=C(\N)c2cccc(C#N)c2)n1 | 65 | 76 | 77 | 168 | 88 | 52 | 54 | 92
CCC(CC)n1c(C)cc(=O)n1C(CC)CC | 105 | 115 | 100 | 109 | 105 | 100 | 98 | 105
Fc1ccc2[nH]c3c(NCCCN4CCOCC4)ncnc3c2c1 | 41 | 46 | 61 | 13 | 24 | 39 | 25 | 64
Cc1cccc(C)c1Nc1nnc(-c2ccc(Cl)cc2)o1 | 82 | 68 | 74 | 88 | 82 | 85 | x | 71
CCCCCCCCn1cc2c(Nc3cccc(Br)c3)ncnc2n1 | 116 | 68 | 108 | 113 | 100 | 92 | 89 | 96
Cc1[nH]nc2c1C(c1cc(=O)oc3c1ccc1ccccc13)C(C#N)=C(N)O2 (stereo not given) | 93 | 74 | 94 | 119 | 90 | 93 | 91 | 89
Nc1ccc2c(c1)Cc1c(F)cccc1-2 | 96 | 57 | 86 | 121 | 104 | 112 | 91 | 91
CCCCCCCC(=O)OCc1cc(=O)c(OC(=O)CCCCCCC)co1 | 98 | 82 | 102 | 91 | 103 | 98 | 100 | 106
CC1(C)CC(=O)C2=C(C1)N(c1ccc(OC(F)(F)F)cc1)C(N)=C(C#N)C2c1ccc([N+](=O)[O-])cc1 (stereo not given) | 97 | 77 | 91 | 97 | 92 | 97 | 80 | 85
CC(=O)[C@H]1CC[C@H]2[C@@H]3CCC4=CC(=O)CC[C@]4(C)[C@@]3(Br)C(=O)C[C@]12C | 106 | 84 | 98 | 101 | 96 | 116 | 107 | 101
Cc1c(CC(=O)Nc2ccccc2)nnn1-c1ccccc1 | 102 | 88 | 104 | 101 | 107 | 109 | 97 | 108
COc1cc(/C=C(\C#N)C(=O)N2c3ccccc3Sc3ccc(SC)cc32)cc(OC)c1OC | 97 | 90 | 96 | 115 | 97 | 104 | 91 | 95
CN(C)CCN1C(=O)c2ccccc2N(C)c2ccccc21 | 112 | 97 | 104 | 106 | 100 | 109 | 116 | 106
COc1ccc(S(=O)(=O)NC2C(O)C3(C)c4ccccc4C2(C)c2ccccc23)cc1 (stereo not given) | 84 | 66 | 76 | 94 | 99 | 87 | 78 | 92
CCOC(=O)c1ccc(NCn2nc(-c3cc(-c4ccccc4)nc4ccccc34)n(-c3ccccc3)c2=S)cc1 | 99 | 91 | 91 | 112 | 94 | 97 | 80 | 99
COc1ccc(N=C(C)c2ccc(OC)cc2)cc1 | 93 | 67 | 96 | 95 | 77 | 100 | 84 | x

Next part (three carried over from the part before).
smiles | U251 | UO-31 | SF-268 | TK-10 | 786-0 | SF-295 | CAKI-1 | SN12C
COc1ccc(S(=O)(=O)NC2C(O)C3(C)c4ccccc4C2(C)c2ccccc23)cc1 (stereo not given) | 84 | 66 | 76 | 94 | 99 | 87 | 78 | 92
CCOC(=O)c1ccc(NCn2nc(-c3cc(-c4ccccc4)nc4ccccc34)n(-c3ccccc3)c2=S)cc1 | 99 | 91 | 91 | 112 | 94 | 97 | 80 | 99
COc1ccc(N=C(C)c2ccc(OC)cc2)cc1 | 93 | 67 | 96 | 95 | 77 | 100 | 84 | x
Nc1ccc(Br)c(C(F)(F)F)c1 | 106 | 91 | 108 | 103 | 101 | 109 | 99 | 107
COC(=O)[C@@H](OC)[C@@H]1Cc2cc3cc(OC4CC(OC5CC(O)C(O)C(C)O5)C(O)C(C)O4)c(C)c(O)c3c(O)c2C(=O)[C@H]1OC1CC(OC2CC(OC3CC(C)(O)C(O)C(C)O3)C(O)C(C)O2)C(O)C(C)O1 (stereo not given in full) | 2.6* | -9.9* | 3.9* | 14 | 9.1* | -11* | 15 | 9.0*
COc1cc(/C=C/C(=O)CC(=O)/C=C/c2ccc(OC(=O)CCNC34CC5CC(CC(C5)C3)C4)c(OC)c2)ccc1OC(=O)CCNC12CC3CC(CC(C3)C1)C2 | 22 | x | 17 | 70 | 17 | 51 | 49 | 24
CCC(=O)C(c1ccccn1)C(C)C (stereo not given) | 93 | 94 | 98 | 99 | 99 | 97 | x | 99
NS(=O)(=O)c1ccc(C(=O)O)cc1 | 101 | 84 | 116 | 106 | 94 | 96 | 95 | 106
CCOC(=O)c1c(C)nc2ccccc2c1/C=C/c1ccccc1 | 80 | 61 | 85 | 93 | 89 | 66 | 60 | 88
O=C(N/N=C/c1ccc2c(c1)OCO2)c1ccc([N+](=O)[O-])cc1 | x | 99 | 112 | 128 | 111 | 60 | 89 | 96
CC(C)NS(=O)(=O)c1cccc(-c2ccc3c(=O)n(CCCN)c4c(c3c2)C(=O)c2ccccc2-4)c1 | 104 | 93 | 98 | 97 | 98 | 104 | x | 113
CC(=O)Nc1ccc(OC(C)(C)C)cc1 | 99 | 89 | 102 | 93 | 104 | 101 | 108 | 100
S=c1oc(-c2cc(Cl)cc(Cl)c2Cl)nn1CN1CCOCC1 | 93 | 135 | 112 | 101 | 93 | 106 | 97 | 94
COc1ccc(C(=O)N/N=C/c2ccc(O)cc2O)cc1Nc1ccnc(C(F)(F)F)c1 | 28 | 30 | 50 | 53 | 3.7* | 23 | 39 | 33
CCC(C)c1ccccc1OCC(C)OC(=O)C(C)C (stereo not given) | 84 | 96 | 102 | 84 | 101 | 104 | 93 | 108
CC(=O)c1ccc(NC(=O)Cn2c(NC3=NS(=O)(=O)c4ccccc43)nc3c2c(=O)n(C)c(=O)n3C)cc1 | x | 80 | 100 | 104 | 107 | 103 | 89 | 97
O=C(NC(Cc1c[nH]c2ccccc12)C(=O)NCc1ccc2c(c1)OCO2)c1cccs1 (stereo not given) | 102 | 60 | 99 | 81 | 115 | 86 | 59 | 97
C=CC1(C)CC2=CCC3C(C)(C)CCC(O)C3(C)C2CC1O (stereo not given) | 86 | 88 | 93 | 94 | 99 | 103 | 97 | 99
Oc1ccccc1-c1nc2c3ccccc3c3ccccc3c2o1 | 82 | 61 | 90 | 162 | 99 | 115 | x | 83
Cc1nc2cccc(CCCCCC(=O)NO)c2c(=O)n1-c1ccccc1 | 97 | 82 | 104 | 64 | 85 | 96 | 79 | 96
c1ccc(Cc2nnc3sc(C4COc5ccccc5O4)nn23)cc1 (stereo not given) | 99 | 76 | 102 | 97 | 98 | 95 | 88 | 100
Nc1ncnc2c1N=C(c1ccc(F)cc1)CC(c1cccc(Nc3ccnc4cc(Cl)ccc34)c1)N2 (stereo not given) | 66 | 60 | 62 | 105 | 62 | 72 | 71 | 80
COC(=O)[C@H](CCCCNC(=O)OC(C)(C)C)Nc1nc(N)nc(N(C)C2CCCCC2)c1C=O | 96 | 87 | 103 | 114 | 103 | 128 | 95 | 95
CCC(C)NCCCCCO (stereo not given) | 101 | 93 | 104 | 105 | 101 | x | 99 | 96
O=C(Cn1c(-c2ccccc2)nc2ccccc21)N=Nc1c(O)[nH]c2ccc(Br)cc12 | -13* | -48* | -0.3* | -18* | -56* | -80* | -8.9* | 1.9*
CCN(CC)Cc1cc(C(C)(C)CC(C)(C)C)cc(C(C)(C)CC(C)(C)C)c1O | 101 | 92 | 112 | 99 | 108 | 105 | 102 | 95

Not a hit list; any-hit rate near 9.2%.
